ERK EGF block = blocks ERK signaling stimulated by EGF; HEK293-V1b, EGF-stimulated phospho-ERK AlphaScreen; Potency, µM (titrated, usually from 11.5 µM), inactives show top-dose activity change, negative = inhibition, actives largely listed as inhibitors; actives 0.41% (n = 130,000); active means well fitted inhibition curve with a large enough effect; inconclusive means small, poorly fitted or top-dose-only effect, or effect the other way;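 further: plate controls were stimulated vehicle wells for no effect and unstimulated vehicle basal for full effect; nearly all actives have a fitted effect of over 55% in size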
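Readout: AlphaScreen signal for phosphorylated ERK in lysed HEK293 cells stably expressing V1b. Stimulus 25 nM EGF, 5 min, following 30 min compound exposure. Data scaled to DMSO basal and full EGF activation.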
Active calls of the source: *; ? = inconclusive; [ ] = another dose, or the depositor's remark. Potency means the concentration at half of the fitted maximal effect. These rows are one share of the data; rates above refer to the full screens.

SMILES,ERK EGF block
CC/C(=N/Nc1cccc(Cl)c1)c1cnnc(SC)n1,11%
O=C(O)C(Cc1ccccc1)N1CCS(=O)(=O)CC1 (stereo unspecified),-1%
O=C(/C=C/c1cccc(Oc2ccccc2)c1)N1CCOCC1,-5%
O=C(CNCCCO)Nc1cc(C(F)(F)F)cc(NC(=O)CNCCCO)c1Cl,3%
CC(C)C(=O)NC(NC(=O)C(C)C)c1ccc([N+](=O)[O-])cc1,1%
O=C(NC(=S)Nc1cccc([N+](=O)[O-])c1)c1ccccc1,-1%[57.5 µM]
Cc1cc(C)n(CC(=O)Nc2ccc([N+](=O)[O-])cc2)n1,-9%
CCN(CC)CCn1c(=N)n(CC(O)COc2cccc(C)c2)c2ccccc21 (stereo unspecified),5%
Cc1ccc([N+](=O)[O-])cc1NC(=S)NC(=O)c1cccnc1,3%
COc1ccccc1/C=N/Nc1nc(C)cc(C)n1,25%[57.5 µM]
O=[N+]([O-])c1ccc(OCCO)c(P(=O)(c2ccccc2)c2ccccc2)c1,1%[57.5 µM]
COc1cccc(OC)c1C(=O)Nc1ccc([N+](=O)[O-])cn1,6%
COc1ccc(N2C(=O)CC(N(Cc3ccco3)C(=O)CCC(=O)O)C2=O)cc1 (stereo unspecified),-16%
O=C(N/C(=C\c1cn(-c2ccccc2)nc1-c1ccc(Cl)cc1)C(=O)N1CCOCC1)c1ccccc1,-6%
Cc1ccc(NC(=O)CCNS(=O)(=O)c2ccc3c(c2)c(=O)n(C)c(=O)n3C)cc1C,-1%
CC(=O)c1cc(O)c2ccccc2c1O,8%[57.5 µM]
O=S1(=O)CCC(NC(=S)NC2CCS(=O)(=O)C2)C1 (stereo unspecified),10%
CCC(C)N(C(=O)CSc1ccc(NC(C)=O)cc1)C1CCS(=O)(=O)C1 (stereo unspecified),1%
Cc1nc2c(c3c1[nH]c1ccccc13)C(=O)CC(C)(C)C2,?
CCOc1ccc(NC(=S)NNC(=O)c2cc(Br)ccc2Cl)cc1,-1%
CCC(=O)Nc1c(-c2ccccc2)c(=O)c2ccccc2n1C,-5%[57.5 µM]
Cn1c(CCNC(=O)c2ccccc2F)nnc1SCC(=O)Nc1ccccc1F,-9%
COc1cccc(-c2nn(-c3ccccc3)cc2CN(C)Cc2ccno2)c1,?
N#C/C(=C\c1c(N2CCC(C(N)=O)CC2)nc2ccccn2c1=O)C(=O)NCc1ccco1,6%
Cc1ccc(/C=N/NC(=O)c2ccccc2OCc2ccc(F)cc2)o1,12%
Cc1nn(C2CCCO2)c(=O)nc1N (stereo unspecified),3%
CCOC(=O)N1CCC(NC(=O)c2ccc(Cl)cc2)CC1,-6%[57.5 µM]
O=C(CCC1CCCCC1)Nc1ccccc1C(=O)N1CCOCC1,-3%
O=C(COc1cccc(Br)c1)N/N=C1\CCSC1,2%
Cc1nn(C)cc1C(C(=O)NC1CCCCC1)N(CCc1ccccc1)C(=O)c1cnccn1 (stereo unspecified),0%

Looked up above.
For ERK EGF block, Cc1nn(C2CCCO2)c(=O)nc1N (stereo unspecified) shows 3%
For ERK EGF block, CCC(=O)Nc1c(-c2ccccc2)c(=O)c2ccccc2n1C shows -5%[57.5 µM]
For ERK EGF block, CC(C)C(=O)NC(NC(=O)C(C)C)c1ccc([N+](=O)[O-])cc1 shows 1%

The main list resumes; the six compounds before the break are reprinted first.
SMILES,ERK EGF block
Cc1ccc(/C=N/NC(=O)c2ccccc2OCc2ccc(F)cc2)o1,12%
Cc1nn(C2CCCO2)c(=O)nc1N (stereo unspecified),3%
CCOC(=O)N1CCC(NC(=O)c2ccc(Cl)cc2)CC1,-6%[57.5 µM]
O=C(CCC1CCCCC1)Nc1ccccc1C(=O)N1CCOCC1,-3%
O=C(COc1cccc(Br)c1)N/N=C1\CCSC1,2%
Cc1nn(C)cc1C(C(=O)NC1CCCCC1)N(CCc1ccccc1)C(=O)c1cnccn1 (stereo unspecified),0%
Cc1nnc(N2C(=O)C(O)=C(C(=O)c3ccco3)C2c2ccc(C(C)C)cc2)s1 (stereo unspecified),3%
COC(=O)c1cc(C)ccc1OCc1ccc([N+](=O)[O-])cc1,7%[57.5 µM]
Cc1ccc(SCc2nc(N)nc(Nc3ccccc3C)n2)cc1C,2%
CCOC(=S)N/C(=N\S(=O)(=O)c1ccccc1)c1ccccc1,0%
CCn1ncc(Br)c1C(=O)NC(C)c1ccccc1 (stereo unspecified),-9%
COc1ccc(CCN(Cc2ccccn2)C(=S)Nc2cccc(C)c2)cc1OC,3%
COc1ccc(CN2C(=O)CC(Cc3cc(C)cc(C)c3)C2=O)cc1OC (stereo unspecified),-1%
CC1CCN(C(=O)c2[nH]cnc2C(=O)N[C@@H](CCCCNC(=O)OC(C)(C)C)C(=O)OC(C)(C)C)CC1,-16%[57.5 µM]
CCC(CC)c1nnc(NC(=O)c2nn(C)c(=O)c3ccccc23)s1,3%
Cc1ccccc1SCC(=O)OCC(=O)Nc1sccc1C(N)=O,0%
CC(C)CC(COCc1ccc([N+](=O)[O-])cc1)N1CCN(C(=O)c2ccc(C(F)(F)F)cc2)CCC1=O (stereo unspecified),13%
CC1(C)C(CC2OCC(CN3CCCCC3)O2)[C@H]2CC[C@@H]1C2 (stereo partly specified),3%[57.5 µM]
COCCCNCCOCCOc1ccc(Cl)cc1Br,2%
CC(C)(C)c1cc(NCc2ccccn2)n2ncc(-c3ccccc3)c2n1,19%[57.5 µM]
CCOC(=O)N1CCN(C(=O)c2cc3c(s2)-c2ccc(Cl)cc2S(=O)(=O)C3)CC1,1%
O=C1C=CC(=O)C(C2=C3C(=O)N(CCc4ccccc4)CC(=O)N3CCC2)=C1,?
O=C(Cc1ccc(Cl)cc1)NNC(=S)NC(=O)c1cccnc1,2%
CSc1ccccc1NC(=O)CN(C)CC(=O)Nc1ccc(Cl)cc1[N+](=O)[O-],-2%
CCN(CC)c1ccc(NC(=O)c2cccc(C)c2)cc1S(=O)(=O)Nc1ccccc1OC,1%
NC1=NC(=O)/C(=C\c2ccsc2)S1,4%
COc1ccccc1Nc1ccc(N)cc1,?
O=C(Nc1ccccc1Cl)c1ccc(Cl)cc1Cl,-1%
COc1ccc2c(c1)C1(Nc3ccccc3-c3nc4ccccc4n31)C(=O)N2C (stereo unspecified),6%
O=C(CSCc1ccc(Br)cc1)N=Nc1c(O)[nH]c2ccccc12,4%
CCCCOc1ccc(N(CC(=O)NCC2CCCO2)C(=O)CCC(=O)Nc2cc(C)ccn2)cc1 (stereo unspecified),7%
COC(=O)[C@@H]1C[C@@]2(O)[C@H](O)[C@H](O)[C@H](O)C[C@H]2N1Cc1ccc(C(C)(C)C)cc1,-5%
OC1(c2ccccc2)Cc2cccc[n+]2C1c1ccccc1 (stereo unspecified),-12%[57.5 µM]
O=C(Nc1cccc(S(=O)(=O)c2cccc(NC(=O)c3ccco3)c2)c1)c1ccco1,?
COc1ccc(CCNC(=S)NCc2cccs2)cc1OC,1%
C/C(=N/Nc1ccc([N+](=O)[O-])cc1)c1ccc(C)cc1C,4%
CCc1nnc(NS(=O)(=O)c2ccc(NC(=S)NC(=O)c3cccnc3)cc2)s1,6%
C/C(=N/NC(=O)CN1CCN(S(=O)(=O)c2ccc(C)cc2)CC1)c1ccco1,-2%[57.5 µM]
Cc1ccc(S(=O)(=O)N2CCN(C(=O)Cc3ccc4c(c3)OCCO4)CC2)cc1C,1%
Cc1cccc2sc(NC(=O)CN3C(=O)C4CC=CCC4C3=O)nc12 (stereo unspecified),5%
CC1=C(C(=O)OCc2ccc3c(c2)OCO3)C(c2cccc([N+](=O)[O-])c2)NC(=O)N1 (stereo unspecified),3%
CCC1=C2CC[C@H]3C(=O)N(C)C(=O)[C@H]3[C@H]2[C@@]2(C)C(=O)N(CC(=O)OC)C(=O)N2C1=O,-3%
COc1ccc2sc(N(CCCN(C)C)C(=O)c3nc4ccccc4s3)nc2c1,4%
CC(C)(C)c1ccccc1NC(=O)Cn1cnc2cc([N+](=O)[O-])ccc2c1=O,2%
CC(=O)NC1=NN(C(C)=O)C(C)(CS(=O)(=O)c2ccc(Cl)cc2)S1 (stereo unspecified),3%
COc1ccc(C(=O)NCC(=O)N2CCCC(C)C2)cc1OC (stereo unspecified),9%
O=C(CCc1ccccc1)Nc1ccccc1C(=O)NCc1ccco1,5%
CCOc1ccc(N2CC(O)=C(c3ccccc3)C2=N)cc1,0%
CN(C)C(CNC(=O)c1cc(S(=O)(=O)N(C)c2ccccc2)ccc1Cl)c1ccccc1 (stereo unspecified),15%[57.5 µM]
C/C(=N\Nc1cc(C)nc(NCc2ccccc2)n1)c1cccc([N+](=O)[O-])c1,-7%[57.5 µM]
C/C(=N\OC(=O)c1ccc(C)cc1)c1c(C)nc2cc(C)ccn12,-3%
Cc1ccccc1NC(=O)COC(=O)Cc1ccsc1,0%
Cc1ccccc1CS(=O)(=O)c1cn(CC(=O)N2CCC(C)CC2)c2ccccc12,-1%
COc1ccc(CC2(CO)CCN(Cc3nc(C(C)C)cs3)CC2)cc1,3%
Fc1ccc(-n2c(-c3cc(C4CC4)[nH]n3)n[nH]c2=S)cc1Cl,7%[57.5 µM]
O=C1CCN(C(=O)c2ccc(Cl)cc2)N1,18%
Cc1c(N=C(N)/N=C(\N)Nc2ccc(Br)cc2)c(=O)n(-c2ccccc2)n1C,-1%
Cc1[nH]nc(Sc2ccccn2)c1[N+](=O)[O-],1%
O=C1N/C(=N/O)S/C1=C/c1cccc([N+](=O)[O-])c1,-4%
COc1cc(C2CC(=O)Oc3c2c(=O)n(C)c2ccccc32)ccc1O (stereo unspecified),-1%
COc1ccc(Nc2cccc(Cl)c2)c(C(=O)O)c1,35%
Cc1c(NC(=O)C(C)Sc2ncnc3ccccc23)c(=O)n(-c2ccccc2)n1C (stereo unspecified),1%
O=C(Nc1cc2c(cc1Cl)OCCCO2)c1ccc(F)cc1,-4%
Cc1csc2c(N3CCN(C(=O)Nc4ccc(Cl)c(Cl)c4)CC3)ncnc12,?
CC(C)(C)CC(=O)O/N=C(\N)c1ccccn1,5%
CC1(C)CCC2=C(O1)c1ccccc1C(=O)C2=O,?

Continuation:
SMILES,ERK EGF block
CCc1ccccc1NC(=O)N1CCCC(CCC(=O)N(C)CCc2ccccn2)C1 (stereo unspecified),-5%
O=C(O)CCNC(=O)CCCn1nnc2ccccc2c1=O,1%[57.5 µM]
O=C(Nc1ccncc1)c1ccc(NS(=O)(=O)c2cccc(F)c2)cc1,0%
COc1ccc(C2(c3ccc(O)cc3O)CC(c3ccccc3Cl)NC(=S)N2)cc1 (stereo unspecified),-2%
CN(C)S(=O)(=O)c1ccc(-c2csc(N/N=C/c3ccco3)n2)cc1,20µM*
CCCn1c(=O)c(C(=O)NCC2CCCO2)c(O)c2ccccc21 (stereo unspecified),5%
CCOC(=O)C1CCCCN1Cc1cn(C)nc1-c1ccccc1F (stereo unspecified),0%[57.5 µM]
CC1(C)CC(=O)C(C2(O)C(=O)Nc3ccccc32)CO1 (stereo unspecified),-1%[57.5 µM]
CCC(C)(C)n1nnnc1C(c1cc(OC)ccc1OC)N1CCN(Cc2ccccc2)CC1 (stereo unspecified),6%
CC1(C)C2CCC(C2)C1(C)NC(=O)C[N+](C)(C)C (stereo unspecified),1%[57.5 µM]
O=C(CNC(=O)c1cccs1)NCC(=O)OCc1c(F)cccc1Cl,-5%
COc1ccc(C(=O)/C=C/Nc2ccc([N+](=O)[O-])cc2)cc1,1%
CCc1nc(-c2ccccc2)c2ccccn12,0%
O=C(CC1SC(=NCC2CCCO2)NC1=O)Nc1cccc2ccccc12 (stereo unspecified),5%
COc1ccc(C)cc1NC(=O)c1cc2c(=O)n3ccccc3nc2n1C,4%
O=C(CCC1CCCCC1)NCCN1C2=NC[C@H](Cc3ccccc3)N2C[C@H]1Cc1ccc(O)cc1,-10%[57.5 µM]
CCOc1cc(/C=C2/C(=N)N3OC(C)=CC3=NC2=O)ccc1OC,-1%[57.5 µM]
O=S(=O)(/N=C(/c1ccccc1)N1CCCCCC1)c1ccccc1,-13%
COc1ccc(C)cc1C1=Nc2ccccc2C1(C)C,10%
COc1ccc(/C=C/C2=NN(C)C(=O)CC2)cc1,2%
O=C(Cn1cc[n+](CC(=O)c2ccc(Cl)cc2Cl)c1)c1ccc(Cl)cc1Cl,-2%[57.5 µM]
COC(=O)CCSC(=S)N1CCOCC1,-6%[57.5 µM]
Cc1cc(C(=O)N/N=C2\CCCC(=O)C2)c(C)n1-c1ccccc1,-5%
O=C(c1ccccc1)c1nn(-c2ccccc2)c2nnc(Cc3ccccc3)c(=O)n12,8%
COc1ccc(CN(C(=O)COc2ccccc2)c2ccccc2C(=O)O)cc1,-20%[57.5 µM]
O=C(N/N=C/c1ccco1)C1(O)c2ccccc2-c2ccccc21,-24%[57.5 µM]
CCOC(=O)N1CCC(N2Cc3cccc(C(=O)N4CC(C)CC(C)C4)c3C2=O)CC1 (stereo unspecified),11%
Cc1cc(-c2nc3ncccc3o2)ccc1NC(=S)NC(=O)C(C)C,-6%
Cn1c(-c2ccccc2)nc2cnccc21,-4%[57.5 µM]
CCCN(Cc1ccccc1)C(=S)Nc1cccc(C)c1C,-5%

An excerpt from above in order of their number in ERK EGF block, falling.
SMILES,ERK EGF block
CCOC(=O)N1CCC(N2Cc3cccc(C(=O)N4CC(C)CC(C)C4)c3C2=O)CC1 (stereo unspecified),11%
Cc1nn(C)cc1C(C(=O)NC1CCCCC1)N(CCc1ccccc1)C(=O)c1cnccn1 (stereo unspecified),0%
COc1cc(C2CC(=O)Oc3c2c(=O)n(C)c2ccccc32)ccc1O (stereo unspecified),-1%

Screening results: PubChem BioAssay, National Center for Advancing Translational Sciences (NCATS)
